NRP1-CendR mod: modulators of CendR peptide binding to NRP-1, primary screen, biochemical, fluorescence polarization, uHTS | Neuropilin-1 (Homo sapiens), O14786 | FAM-RPARPAR peptide binding to NRP-1 | inhibition, % at 25 µM | 360,000 compounds, 0.85% hits;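 active = inhibition or corrected inhibition above about 18%, plus a signal ratio from 0.5 to 1.5, limit read from the data, passing the limit was not always enough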; also: strong numbers were not always called active
SUMO1 PPI mod: modulators of SUMO1 protein-protein interactions, primary screen, biochemical, uHTS. SUMO1 binding to a labelled peptide, TR-FRET, 1 h. AID 602429, 2012. 360,000 compounds, 0.33% hits. inhibition, % at 20 µM. Small ubiquitin-related modifier 1 (Homo sapiens), P63165; in the data active = inhibition above about 37%
Target sequence (P63165 whole entry, looked up): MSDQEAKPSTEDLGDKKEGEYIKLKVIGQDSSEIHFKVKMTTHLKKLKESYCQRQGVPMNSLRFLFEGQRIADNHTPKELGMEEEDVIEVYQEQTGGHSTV
LMPTP block: LMPTP phosphatase inhibitors, primary screen, biochemical, fluorescence intensity, uHTS; inhibition, % at 20 µM; recombinant LMPTP-A, OMFP fluorogenic substrate; 360,000 compounds, 0.22% hits;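 active = compounds that cut the enzyme signal by at least half of the control window in the single-dose screen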;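 also: plate controls were DMSO wells with enzyme plus substrate for no effect and substrate without enzyme for full effect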
Target sequence (P24666 whole entry, looked up): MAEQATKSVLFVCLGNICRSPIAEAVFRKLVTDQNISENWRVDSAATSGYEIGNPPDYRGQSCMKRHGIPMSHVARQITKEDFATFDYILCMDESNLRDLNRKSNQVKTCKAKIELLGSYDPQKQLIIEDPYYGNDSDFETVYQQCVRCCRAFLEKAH
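Assay system: LMPTP-A phosphatase enzyme | Input: 0.625 nM enzyme | Also added: Fluorogenic phosphatase substrate OMFP at 400 µM final | Compound dosing: One test concentration per compound, 20 µM, with 3% DMSO overall | Schedule: 50 min enzyme reaction at room temperature, protected from light | Signal: Fluorescence intensity | Benchmarks: no-enzyme and uninhibited controls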
TbMetRS inhib: T. brucei MetRS inhibitors, primary screen, biochemical, luminescence. AID 624268, 2012. inhibition, % at 11.9 µM. purified T. brucei MetRS, ATP depletion, Kinase-Glo luminescence. 360,000 compounds, 0.4% hits;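 active = inhibition above a per-plate cutoff of the control wells' mean inhibition plus 3 SD, cut at about 5.5% in these data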;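 also: 0% = DMSO wells median and 100% = median of wells with control inhibitor compound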
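Material – parasite MetRS enzyme · Medium – HEPES-MgCl2-KCl buffer plus DTT, spermine, BSA, pyrophosphatase · Reagent – ATP, methionine and E. coli bulk tRNA substrates · Times – 15 min enzyme-compound preincubation, 2 h reaction, 10 min detection, 25 °C · Measured by – luminescence of leftover ATP · Evaluation – percent inhibition relative to median high and low control wells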
STEP block: STEP phosphatase inhibitors, primary screen, biochemical, fluorescence intensity, uHTS | recombinant STEP, OMFP fluorogenic substrate | inhibition, % at 20 µM | 360,000 compounds, 0.25% hits | AID 588621, 2011;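 active = inhibition at 20 µM, scaled per plate between control wells, above about 37%, limit read from the data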;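 also: 0% = DMSO with enzyme and substrate and 100% = substrate only without enzyme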
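Assay system: isolated STEP enzyme. Buffer or medium: pH 6.0 Bis-Tris with DTT and Tween 20. Also added: fluorogenic phosphatase substrate OMFP at 25 µM final. Dosing: 20 µM, 1% DMSO. Timing: 20 min reaction, room temperature, in the dark. Measured by: fluorescence intensity, excitation 480 nm, emission 540 nm. Evaluation: normalized % inhibition.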
DNMT1 block: human DNMT1 methyltransferase inhibitors, primary screen, biochemical, molecular beacon, fluorescence, HinP1I cleavage, uHTS; DNA (cytosine-5)-methyltransferase 1 (Homo sapiens), P26358; inhibition (reported as % activation of signal), % at 10 µM; 360,000 compounds, 0.83% hits; AID 588458, 2011; in the data active = inhibition above about 50%
Scp1 inh: Scp-1 phosphatase inhibitors, primary screen, biochemical, colorimetric, uHTS; Carboxy-terminal domain RNA polymerase II polypeptide A small phosphatase 1 (Homo …; Recombinant Scp1, phosphopeptide, malachite green phosphate absorbance; inhibition, % at 20 µM; 340,000 compounds, 0.88% hits; AID 493091, 2011;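 active = inhibition above about 50% at 20 µM, limit read from the data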;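 also: plate controls were DMSO wells with enzyme for no effect and wells lacking enzyme for full effect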
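Times: enzyme reaction 45 min at room temperature, colour 5 min, stabilisation 30 min. Material: SCP-1 catalytic fragment, aa 76-261. Medium: Acidic Tris acetate buffer with magnesium and detergent. Signal: colorimetric free-phosphate detection, absorbance 630 nm. Read-out basis: % inhibition of SCP-1 phosphate liberation. Reagent: Phosphorylated 17-residue peptide substrate.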
Neddylation inh: inhibitors of cullin neddylation, primary screen, biochemical, TR-FRET, uHTS, NAE and Ubc12. NEDD8-conjugating enzyme Ubc12 (Homo sapiens) + NEDD8-activating enzyme E1 regulatory …. calls only at 25 µM. 360,000 compounds, 0.58% hits. AID 651699, 2012; in the data active = inhibition above about 36%
Target sequence (P61081 whole entry, looked up): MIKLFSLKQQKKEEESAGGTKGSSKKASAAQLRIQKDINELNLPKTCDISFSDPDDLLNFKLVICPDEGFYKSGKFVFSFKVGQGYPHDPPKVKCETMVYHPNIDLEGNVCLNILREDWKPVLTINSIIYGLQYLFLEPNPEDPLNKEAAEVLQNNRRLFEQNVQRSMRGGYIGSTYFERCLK
Target sequence (Q13564 whole entry, looked up): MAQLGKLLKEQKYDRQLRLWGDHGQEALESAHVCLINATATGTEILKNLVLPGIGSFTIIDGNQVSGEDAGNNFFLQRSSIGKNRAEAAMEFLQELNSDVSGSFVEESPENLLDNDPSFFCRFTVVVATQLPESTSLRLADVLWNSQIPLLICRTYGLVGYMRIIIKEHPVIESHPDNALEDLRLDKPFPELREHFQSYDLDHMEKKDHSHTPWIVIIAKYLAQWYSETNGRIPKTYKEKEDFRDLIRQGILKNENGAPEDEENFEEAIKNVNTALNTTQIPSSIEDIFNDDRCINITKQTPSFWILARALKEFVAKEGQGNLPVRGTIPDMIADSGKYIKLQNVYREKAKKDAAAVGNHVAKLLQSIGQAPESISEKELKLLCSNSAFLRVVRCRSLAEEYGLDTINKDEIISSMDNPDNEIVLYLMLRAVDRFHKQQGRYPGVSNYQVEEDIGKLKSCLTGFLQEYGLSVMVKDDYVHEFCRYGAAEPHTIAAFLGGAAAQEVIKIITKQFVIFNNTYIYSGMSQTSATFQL
SKN-1 inh: suppressors of acrylamide-induced Pgst-4::GFP reporter in worms, primary screen, SKN-1 inhibitor project, whole organism, uHTS, GFP/RFP fluorescence ratio, strain VP596. C. elegans VP596 Pgst-4::GFP/RFP ratio, 24 h. inhibition, % at 21.8 µM. 360,000 compounds, 0.49% hits. AID 624304, 2012;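 active = interference check ratio from 0.5 to 1.5 plus GFP to RFP signal ratio inhibition reaching or exceeding a fixed threshold, cut at about 30% in these data, passing the limit was not always enough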; also: some compounds called inactive have numbers as strong as hits
NadD block: inhibitors of S. aureus NadD, primary screen, biochemical, colorimetric, uHTS | Nicotinate-nucleotide adenylyltransferase NadD (Staphylococcus aureus N315) | purified NadD enzyme, colorimetric absorbance read-out | inhibition, % at 20 µM | 360,000 compounds, 0.78% hits; in the data active = inhibition above about 26%; also: some compounds past the cut are filed as inactive
* hit, by the source's call; i = inactive; . = not tested or not shown. Compounds as they come. About 4.6% of those tested had a hit in this group.

SMILES	NRP1-CendR mod	SUMO1 PPI mod	LMPTP block	TbMetRS inhib	STEP block	DNMT1 block	Scp1 inh	Neddylation inh	SKN-1 inh	NadD block
c1cncc(N=c2scc(-c3cccc4ccccc34)n2CCCn2ccnc2)c1	-10	-14	5.4	-0.8	5	-9	3	i	13	6
N#Cc1c(NC(=O)C2CCCO2)sc2c1CCCCCC2 (stereo unspecified)	-8	0	-0.5	1.1	-2	4	-8	i	10	-3
COc1cc(OC)c2c3c(c(C4CCCCC4)nc2c1)CCCC3	7	-1	2.4	-0.1	0	4	8	i	-6	8
N#CCCN(Cc1cccnc1)C(=O)Nc1ccccc1	-8	1	-1.8	-1.3	2	-3	-11	i	-16	3
CNC(=O)COC(=O)c1cccc(S(=O)(=O)N2CCN(c3ccc(F)cc3)CC2)c1	-19	2	0.4	-0.3	3	4	8	i	7	1
CCc1ccc(C(O)c2ncc(-c3ccc(Cl)cc3)[nH]2)cc1 (stereo unspecified)	-2	1	0.6	0.0	-3	-2	.	i	20	-9
CCOc1ccccc1NC(=S)N1C2CCC1CC(NC(=O)NC13CC4CC(CC(C4)C1)C3)C2 (stereo unspecified)	3	1	-0.8	0.0	2	-4	6	i	13	6
Cc1ccc(C(=O)C2=C(O)C(=O)N(Cc3ccco3)C2c2ccc(N(C)C)cc2)o1 (stereo unspecified)	-1	-3	1.1	-0.1	1	0	7	i	4	5
Cc1cccc(NC(=O)Nc2cccc(C)n2)n1	-12	-1	0.1	-0.7	-1	-2	0	i	-22	-3
O=C(NC(=S)N1CCN(c2ccc(Cl)cc2[N+](=O)[O-])CC1)c1cccs1	-2	-19	2.8	3.7	3	-3	-11	i	20	4
CCN(C(=O)c1cccc(S(=O)(=O)N(C)C)c1)C12CC3CC(CC(C3)C1)C2	3	8	-1.5	-1.3	-6	2	3	i	-17	-3
CCOC1=C2[C@H](c3cccc(Cl)c3)N(S(=O)(=O)c3ccc(C)cc3)C[C@H]2n2c(=O)n(-c3ccccc3)c(=O)n2C1	10	4	0.9	-1.1	1	-6	.	i	13	21
COc1ccccc1-n1cc([C@@H]2C[C@H]3CN(c4ccccc4)C(=O)[C@]34CCCN24)cn1	-154	-5	2.8	0.0	-3	-5	-6	i	40*	1
Cc1ncc2c(n1)NC(=O)NC2	15	1	-1.2	-0.1	-2	-1	-7	i	17	0
COc1ccc(C(=O)C2CCCN(C(=O)C3CCOCC3)C2)c(C)c1 (stereo unspecified)	2	2	-1.1	-0.6	-3	0	-4	i	5	-2

Rewritten in markdown: part of the list above
| molecule | NRP1-CendR mod | SUMO1 PPI mod | LMPTP block | TbMetRS inhib | STEP block | DNMT1 block | Scp1 inh | Neddylation inh | SKN-1 inh | NadD block |
| --- | --- | --- | --- | --- | --- | --- | --- | --- | --- | --- |
| N#Cc1c(NC(=O)C2CCCO2)sc2c1CCCCCC2 (stereo unspecified) | -8 | 0 | -0.5 | 1.1 | -2 | 4 | -8 | i | 10 | -3 |
| COc1cc(OC)c2c3c(c(C4CCCCC4)nc2c1)CCCC3 | 7 | -1 | 2.4 | -0.1 | 0 | 4 | 8 | i | -6 | 8 |
| N#CCCN(Cc1cccnc1)C(=O)Nc1ccccc1 | -8 | 1 | -1.8 | -1.3 | 2 | -3 | -11 | i | -16 | 3 |

The list goes on.
SMILES	NRP1-CendR mod	SUMO1 PPI mod	LMPTP block	TbMetRS inhib	STEP block	DNMT1 block	Scp1 inh	Neddylation inh	SKN-1 inh	NadD block
CC1(C)Cc2nc3oc4c(=S)nc[nH]c4c3cc2CO1	-12	2	-1.7	0.5	0	8	-3	i	27	3
CCOC(=O)c1c2c([nH]c(=S)c1C#N)CCCC2	4	-3	-1.2	-0.6	2	-7	3	i	2	10
CCc1ccc2[nH]c(=O)c(C(c3nnnn3Cc3ccco3)N3CCC(C)CC3)cc2c1 (stereo unspecified)	-31	0	3.0	-1.4	-1	-5	-11	i	-13	5
O=C1c2cccc(OCc3ccc(F)cc3)c2CCN1Cc1ccc(F)cc1	3	1	8.5	-0.3	-2	-1	-15	i	5	6
CC(=O)c1ccc(NC(=O)c2ccc(N3CCCC3=O)cc2)cc1	-9	-3	0.1	-0.3	0	-1	14	i	13	-2
Oc1c(CN2CCCCC2)ccc2cccnc12	4	-19	1.4	-0.3	10	-8	-10	i	1	-4
C=CCNc1nc(Nc2ccc(OC)cc2)nc(OC)n1	1	1	-1.1	0.5	-1	6	-6	i	12	-2
CCOC(=O)Cc1cc(=O)n2[nH]c(-c3ccccc3)cc2n1	-10	3	-0.8	-0.2	1	2	-5	.	11	-4
COC1=CC(=O)c2c(ccc3ncnc(N)c23)C1=O	22	72*	8.6	1.6	7	103*	-8	i	21	0
CN(C)S(=O)(=O)c1ccc(Oc2ccccc2)cc1	4	-4	0.2	-0.1	-2	0	-5	i	-7	-7
COC(=O)CC1COc2ccccc2N1C(=O)c1ccc(Cl)cc1 (stereo unspecified)	-2	1	-0.5	-0.4	4	0	-18	i	-1	0
CCOC(=O)c1c(C)[nH]c(C)c1S(=O)(=O)NCC1CCN(Cc2ccc(C)cc2)CC1	2	3	-0.7	-0.2	1	0	-5	i	7	-6
COc1cccc(CCNC(=O)c2cc(COc3cccc(OC)c3)on2)c1	-10	5	-0.3	-0.1	-1	-6	.	i	13	-7
O=C(COC(=O)c1ccc2c(c1)OCCO2)Nc1cc(Cl)ccc1Cl	9	-2	1.7	-0.4	0	2	-5	i	5	-5
Cc1ccc(F)cc1NC(=O)Cc1nn(C)c(=O)c2ccccc12	13	-1	-1.9	-0.7	-2	0	-6	i	36*	-7
COc1ccc(NC2CCCN(C(=O)c3ccc(CSC)o3)C2)cc1OC (stereo unspecified)	-4	1	-0.4	0.2	-2	2	-4	i	-21	-5
COCCCn1cc(CN2CC(N3CCN(Cc4cccc(C)c4)CC3)CS2(=O)=O)nn1 (stereo unspecified)	-5	0	-1.1	-0.7	.	.	.	i	-6	-4
CCc1c(C)nc(SCC(=O)Nc2nc(-c3ccc(OC)cc3)cs2)[nH]c1=O	4	10	1.3	0.2	1	-2	-8	i	-2	4
O=C(CCCOc1ccccc1)N1CCN(S(=O)(=O)c2cccs2)CC1	8	3	-0.2	-0.3	2	-1	-1	i	-10	-5
Cc1cccc(/C=N\Nc2nnc(-c3ccccc3)c(=O)[nH]2)c1	-2	0	-0.5	-0.3	-5	4	-5	i	6	5
COc1ccccc1NC(=S)NNC(=O)c1ccccc1Br	21*	-2	0.1	-0.6	0	0	-8	i	3	4
COc1cc(C(=O)NCc2ccc(C(=O)NCC(OC)OC)cc2)cc(OC)c1OC	6	0	-0.8	-0.7	-1	1	-4	i	1	0
Cc1ccc(NC(=O)C(c2ccccc2)C2CCCC2)cc1 (stereo unspecified)	0	0	1.6	0.2	3	2	-8	i	-1	-3
CC(C)[C@H](NC(=O)N1CCn2c1nc1ccccc12)C(=O)NCc1ccc(F)cc1	1	-6	0.3	-0.3	-2	5	1	i	12	3
Cc1ccccc1CCNC(=O)Cn1nc(C)c2c(C)n(-c3ccccc3)nc2c1=O	-12	3	5.8	0.3	-1	2	-7	i	6	11
N/C(=N\OC(=O)c1ccc(Cl)c([N+](=O)[O-])c1)c1ccccc1	2	-13	-0.4	-0.4	2	0	-2	i	18	-6
Cc1ccc(-c2cc(C(=O)N/N=C/c3ccccc3)n[nH]2)o1	11	-1	0.1	-0.8	-1	1	-10	i	9	4
Cc1ccc2nc(NC(=O)c3ccc(Cn4cc(Cl)cn4)o3)sc2c1	-5	2	1.6	0.8	0	-7	3	.	4	1
COc1ccc2nc(N(CCN(C)C)C(=O)c3ccc4ncsc4c3)sc2c1	2	13	-2.5	-0.1	0	0	.	i	6	2
COc1ccc(NC(=O)CC2Oc3ccccc3NC2=O)cc1 (stereo unspecified)	-10	-2	0.2	0.4	1	2	-6	i	6	-1
Cc1nc2ccc(S(=O)(=O)NC(C(=O)N3CCCC3)C(C)C)cc2s1 (stereo unspecified)	4	1	-2.3	-0.8	0	1	-9	i	6	0
O=C(N/N=C/c1ccc[nH]1)c1ccccc1[N+](=O)[O-]	11	-13	-1.3	1.1	-3	0	-8	i	1	-1
COc1ccccc1CCc1nnc(CCC(=O)NC(C)Cc2ccsc2)o1 (stereo unspecified)	-1	2	-1.1	-1.5	-1	5	4	i	-8	-2
CSc1nnc(-c2ccccc2N=Cc2c(C)[nH]n(-c3ccccc3)c2=O)c(=O)[nH]1	0	1	0.2	0.2	2	-1	3	i	6	-3
C=CCN(c1ccccc1OC)S(=O)(=O)c1ccc(Cl)c(C(=O)NCc2ccco2)c1	5	3	1.7	-0.2	2	-1	.	i	16	9
CCOc1cccc(-c2nnc3sc(COc4ccc(Cl)cc4)nn23)c1	-8	1	-2.9	-0.8	-2	19	-2	i	10	5
COc1ccc(C(=O)NC(C)CCc2ccccc2)cc1 (stereo unspecified)	9	21	-2.6	-1.8	1	-1	-5	i	-7	-3
N#Cc1cn(-c2ccccc2)nc1C(=O)c1ccccc1	1	2	1.1	-0.2	11	3	-18	i	9	-7
COc1ccc(NC(=O)c2ccco2)c(OC)c1	18	1	0.4	0.2	24	-29	-3	i	16	-1
CCOC(=O)c1ccc(-n2c(CN(CC)CC)nc3ccc([N+](=O)[O-])cc3c2=O)cc1	-3	-40	1.6	0.2	2	-11	-5	i	-7	10
O=C(c1c(F)cccc1Cl)N1CCN(S(=O)(=O)c2ccc3c(c2)OCCCO3)CC1	3	0	-1.1	-0.2	-1	-1	-7	i	-3	0
COC(=O)Cc1ccc(NC(=O)c2ccc(NC(=O)c3ccco3)cc2)cc1	5	3	2.9	0.3	0	-1	-3	i	9	-5
O=C(/C=C/c1cccc(C(F)(F)F)c1)N1CCN(c2ccccn2)CC1	0	-7	0.3	-0.6	0	-7	5	i	-16	-4
COc1ccc(C(=O)N2CCCC(C(=O)O)C2)c2ccccc12 (stereo unspecified)	8	0	0.3	0.0	3	-4	-3	i	16	1
